NLRP3 yeast inh = NALP3 inflammasome inhibitors in reconstituted yeast, primary screen, luminescence, uHTS | 0.39% of 330,000 active | Yeast reconstituted NLRP3/ASC/caspase-1, beta-gal luminescence, 24 h | inhibition, % at 10 µM | AID 2825, 2010;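 active means inhibition of 50% or more; inactive means inhibition below 50%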;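 further: plate controls were induced DMSO wells for no effect and uninduced yeast grown without galactose for full effect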
APJ antag = antagonists of human apelin receptor APJ, primary screen, CHO-K1 cells, beta-arrestin complementation, luminescence; P35414; inhibition, % at 20 µM; 0.32% of 330,000 active; AID 2521, 2010;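 active means inhibition above about 40% at 20 µM, limit read from the data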;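 further: cells challenged with 10 nM apelin-13 agonist together with compound; plate controls were apelin-13 plus DMSO wells for no effect and DMSO wells lacking apelin-13 for full effect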
Target sequence (P35414 whole entry, looked up): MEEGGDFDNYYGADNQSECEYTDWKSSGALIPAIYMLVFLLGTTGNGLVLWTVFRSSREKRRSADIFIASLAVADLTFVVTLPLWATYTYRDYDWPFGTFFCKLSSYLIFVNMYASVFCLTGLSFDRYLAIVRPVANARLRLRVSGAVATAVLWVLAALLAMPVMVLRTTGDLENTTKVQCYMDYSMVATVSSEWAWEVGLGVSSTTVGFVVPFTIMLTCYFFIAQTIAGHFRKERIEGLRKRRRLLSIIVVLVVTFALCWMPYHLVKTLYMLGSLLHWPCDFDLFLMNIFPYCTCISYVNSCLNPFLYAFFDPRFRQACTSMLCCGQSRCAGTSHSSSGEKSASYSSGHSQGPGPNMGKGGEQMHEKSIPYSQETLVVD
MPTP block = mitochondrial permeability transition pore inhibitors, primary screen, biochemical, isolated mouse mitochondria, absorbance; Ca2+ swelling absorbance, 30 min; inhibition, % at 10 µM; 1.4% of 360,000 active; AID 602449, 2012;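 active means inhibition of 50% or more, scaled per plate between neutral and stimulator controls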;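 further: 0% = DMSO wells given calcium and 100% = 1 mM EGTA wells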
tim10-1 inh = growth inhibitors of tim10-1 mutant yeast, primary screen, luminescence, uHTS; inhibition, % at 20 µM; S. cerevisiae tim10-1 ts strain growth, BacTiter-Glo, 24 h; 2.2% of 330,000 active;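 active means inhibition of at least 40%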;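 further: mutant grown at 25 °C; 0% = DMSO wells with yeast and 100% = wells holding no yeast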
tim23-1 inh = growth inhibitors of tim23-1 mutant yeast, primary screen, luminescence, uHTS; S. cerevisiae tim23-1 growth, BacTiter-Glo luminescence, 24 h; inhibition, % at 20 µM; 1.3% of 330,000 active;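 active means growth inhibition of the mutant yeast at or above 50%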;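 further: temperature-sensitive mutant grown at 25 °C; plate controls were DMSO-treated mutant yeast for no effect and medium wells lacking yeast for full effect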
beta cell repl = inducers of MIN6 beta-cell proliferation, primary screen, ATP luminescence, uHTS; MIN6 cells proliferation, ATPlite luminescence, 48 h; cells starved in 0.2% serum; 100% = growth in 10% serum; proliferation, % at 10 µM; 0.29% of 330,000 active; AID 2380, 2010;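 active means compounds whose signal lies at least 3.5 SD above the mean of all wells on their plate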;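 further: 0% = DMSO-treated cells in low-serum medium and 100% = 10% serum control; some compounds called inactive have numbers as strong as hits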
GRIN3A LBD mod = binders of NR3A ligand-binding domain, primary screen, biophysical, differential scanning fluorimetry, uHTS. Glutamate receptor ionotropic, NMDA 3A (GRIN3A) ligand-binding domain. NR3A LBD differential scanning fluorimetry, Tm shift; 0% = protein alone, 100% = glycine-bound protein. Tm shift relative to glycine control, % at 25 µM. 2.5% of 340,000 active. AID 1259313, 2017;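 active means melting temperature shift of at least 10% of the positive control shift, at one fixed dose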
APJ ag = agonists of human apelin receptor APJ, primary screen, CHO-K1 cells, PathHunter beta-arrestin, luminescence | 0% DMSO wells, 100% apelin | activation, % at 20 µM | 0.11% of 330,000 active | AID 2520, 2010;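 active means activation more than six SD over the plate average, tested at 20 µM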;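 further: 0% = DMSO alone and 100% = apelin-13 at 10 nM; some results filed as inactive read as strong as hits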
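Assay system – PathHunter CHO-K1 APJ (AGTRL-1) beta-arrestin reporter cells · Compound – one dose, 20 µM compound, 1% DMSO · Timing – compound 90 min 25 °C, reagent 1 h · Measured by – luminescence from split beta-galactosidase complementation, Galacton Star/Emerald II substrate · Measure – beta-arrestin recruitment to APJ as agonist activity, luminescent signal · Benchmarks – DMSO vs Apelin-13 10 nM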
TIM10 inh = growth inhibitors of isogenic TIM10 control yeast, primary screen, counter-screen for tim10-1 yeast inhibitor project, luminescence, uHTS. S. cerevisiae TIM10 strain growth, BacTiter-Glo luminescence, 24 h. inhibition, % at 10 µM. 1.4% of 330,000 active;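 active means inhibition of 40% or more at the single tested concentration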;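 further: wild-type TIM10 isogenic control strain grown at permissive 25 °C; 0% = DMSO yeast wells and 100% = minimal medium wells without yeast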
Numbers without * were called inactive; nt = no result given.

1) Cc1ccc(CCNC(=O)C2=CCN(S(=O)(=O)c3ccccc3)CC2)cc1
2) Cn1c(CN2CCN(C(=O)c3ccc(F)cc3)CC2)nc2cc([N+](=O)[O-])ccc21
3) CC1CCN(c2nc(N(C)c3ccccc3)nc(N)c2[N+](=O)[O-])CC1
4) O=C(COC(=O)c1ccc([N+](=O)[O-])o1)Nc1cccc(S(=O)(=O)N2CCOCC2)c1
5) Cc1nc(N2CCN(Cc3ccc4c(c3)OCO4)CC2)[nH]c(=O)c1C
6) O=C(CCCCCn1c(=O)[nH]c2ccccc2c1=O)NCCc1c[nH]c2ccccc12
Assay by compound	1	2	3	4	5	6
NLRP3 yeast inh	7	7	30	18	16	-9
APJ antag	5	7	27	-59	6	-9
MPTP block	-2.7	0.1	3.0	2.1	0.4	3.5
tim10-1 inh	39	9	-13	15	-7	10
tim23-1 inh	30	8	32	1	7	-6
beta cell repl	1	1	2	0	-5	-1
GRIN3A LBD mod	-1	-4	-5	0	1	1
APJ ag	-1	2	-6	5	1	0
TIM10 inh	10	4	6	-4	10	-8

7) S=C(NCCSCc1ccc(Cl)cc1)Nc1ccccc1
8) CC1(C)O[C@@H]1COc1c2ccoc2cc2oc(=O)ccc12
9) Cc1ccc(NC(=S)NCCN2CCOCC2)cc1C
10) Cc1ccc(C)c(N(C(=O)CNC(=O)c2ccco2)C(C(=O)NC2CCCC2)c2ccncc2)c1 (centres undefined)
11) CC(C)Oc1cccc(C(=O)C2CCCN(C(=O)CCn3cnnn3)C2)c1 (centres undefined)
12) NC(=O)c1ccccc1N=Cc1ccccn1
Assay by compound	7	8	9	10	11	12
NLRP3 yeast inh	41	19	16	15	1	11
APJ antag	28	0	-3	8	-1	10
MPTP block	68*	0.4	-1.1	0.6	-1.5	-1.2
tim10-1 inh	42*	4	25	-5	2	6
tim23-1 inh	45	9	-13	17	21	14
beta cell repl	-4	0	2	2	-3	2
GRIN3A LBD mod	12*	1	-1	-1	-1	1
APJ ag	1	1	0	1	1	-2
TIM10 inh	52*	4	-14	-4	-9	6

13) Cc1ccccc1NC(=O)c1cccc(N2C(=O)C3CCC(C)CC3C2=O)c1 (centres undefined)
14) O=C(CN1CCN(c2ccccn2)CC1)N1CC(O)CO1 (centres undefined)
15) COc1ccc([N+](=O)[O-])cc1NC(=O)Nc1ccccc1
16) Cc1ccc(S(=O)(=O)NC(C)(C)C)cc1C(=O)OCC(=O)N1CCCC1=O
17) Nc1ccc(C(=O)N2CCN(S(=O)(=O)c3ccc4c(c3)OCCCO4)CC2)cc1[N+](=O)[O-]
18) C=CCn1c(-c2cccnc2Cl)nc2cc(Cl)c(Cl)cc21
Assay by compound	13	14	15	16	17	18
NLRP3 yeast inh	-2	0	13	-13	16	36
APJ antag	-7	-2	14	8	11	17
MPTP block	-0.6	0.7	16	-0.7	1.8	0.1
tim10-1 inh	12	0	12	7	-3	10
tim23-1 inh	17	-13	-3	8	4	36
beta cell repl	-3	-2	-2	7	2	-3
GRIN3A LBD mod	-1	1	2	0	0	-1
APJ ag	1	1	-4	-6	-2	-2
TIM10 inh	5	2	25	3	16	13

19) Cc1nnc(NC(=O)c2c(F)c(F)c(F)c(F)c2F)s1
20) NC(N)=N/N=C/c1cccc([N+](=O)[O-])c1O
21) COc1ccc(Nc2nc(NCCN3CCOCC3)nc(Nc3ccc(OC)cc3)n2)cc1
22) CCCn1c(SC/C(O)=C(\C#N)c2nc3ccccc3[nH]2)n[nH]c1=O
23) O=C(NCc1ccccc1F)C1CCCN1C(=O)Nc1ccccc1 (centres undefined)
24) CCN(Cc1nc2cc(Cl)ccc2c(=O)[nH]1)C(=O)c1cc(C2CC2)nn1-c1ccccc1
Assay by compound	19	20	21	22	23	24
NLRP3 yeast inh	9	3	15	-18	-1	15
APJ antag	4	15	-28	6	11	-14
MPTP block	-0.3	-0.3	0.2	1.4	0.0	-1.5
tim10-1 inh	12	12	12	8	-11	17
tim23-1 inh	12	12	24	3	0	30
beta cell repl	-2	-2	-2	1	0	-4
GRIN3A LBD mod	0	-4	-28	-1	-2	-9
APJ ag	0	-4	2	0	-3	1
TIM10 inh	-7	22	-14	4	8	21

25) O=C1CC(NS(=O)(=O)c2ccccc2)CN1c1ccc2c(c1)OCCO2 (centres undefined)
26) CCN1C(=O)[C@H]2[C@@H](c3ccc(C)cc3)N3C(=O)N(c4ccc(OC)cc4)C(=O)[C@@]3(Cc3ccc(Cl)cc3)[C@H]2C1=O
27) CCOC(=O)CC(N)c1ccc2c(c1)OCO2 (centres undefined)
28) COc1cccc(CN2CCN(CC#Cc3ccccc3)CC2CCO)c1 (centres undefined)
29) CN(CCOCCOc1ccc(F)cc1)Cc1ccccc1
30) CCC(Oc1ccccc1)C(=O)Nc1cc(C(F)(F)F)ccc1N1CCOCC1 (centres undefined)
Assay by compound	25	26	27	28	29	30
NLRP3 yeast inh	6	3	19	19	20	0
APJ antag	12	-20	6	-1	-4	-5
MPTP block	-1.0	-1.3	nt	0.4	1.0	1.5
tim10-1 inh	2	9	12	22	0	26
tim23-1 inh	11	12	12	15	-10	24
beta cell repl	2	7	-2	-2	5	-7
GRIN3A LBD mod	4	1	0	-1	-3	2
APJ ag	5	-1	-4	0	-3	-2
TIM10 inh	-6	10	15	4	-1	7

31) Cc1ccc(CCNC(=O)C2CCN(S(=O)(=O)c3c(C)nn(C)c3C)CC2)cc1
32) O=C(NCc1ccccn1)C(=O)NCC1OCCN1S(=O)(=O)c1ccc([N+](=O)[O-])cc1 (centres undefined)
33) Cn1cccc1C(=O)NC(=O)CSc1nnc(C2CC2)n1-c1ccccc1
34) O=C(CCCN1C(=O)NC2(CCCC2)C1=O)Nc1ccc(Cl)c(S(=O)(=O)N2CCOCC2)c1
35) C=CCCC(=O)NC1CC(C)(C)Cc2c1cnn2-c1ccc(OC)cc1 (centres undefined)
36) C[C@@H]1CCCCCCCCC(=O)OCCN(C(=O)OC(C)(C)C)[C@H](C)CCCCCCCCC(=O)OCCN(C(=O)OC(C)(C)C)[C@H](C)CCCCCCCCC(=O)OCCN1C(=O)OC(C)(C)C
Assay by compound	31	32	33	34	35	36
NLRP3 yeast inh	-6	13	10	9	5	5
APJ antag	11	-95	7	13	8	12
MPTP block	-0.9	0.0	0.4	-2.0	1.2	nt
tim10-1 inh	10	-4	14	-9	8	-12
tim23-1 inh	10	0	0	-5	22	-6
beta cell repl	6	2	-2	10	0	-3
GRIN3A LBD mod	-1	-1	-1	2	-3	-1
APJ ag	-3	19	-10	-5	-4	-3
TIM10 inh	-2	-9	-6	-7	4	-1

37) CC1CC(C)(C)CC2(C1)NC(=O)N(CC(=O)N(Cc1ccccc1)c1ccccc1)C2=O (centres undefined)
38) CC(Oc1ccc([N+](=O)[O-])cc1)C(=O)NCCCN1CCOCC1 (centres undefined)
39) COC(=O)[C@@](C)(O)C1(C(=O)SC(C)(C)C)CC1
40) O=C(OCC(=O)N1CCc2ccccc21)C1=COCCO1
41) CCn1c(SCC(=O)NCCc2ccc(Cl)cc2)nnc1-c1cccs1
42) COc1ccc(NC(=O)CNC(=O)c2sc3ccccc3c2Cl)c(OC)c1
Assay by compound	37	38	39	40	41	42
NLRP3 yeast inh	9	10	-1	12	9	17
APJ antag	14	-20	-7	-10	13	3
MPTP block	-1.1	-0.1	-0.3	0.1	0.8	-0.3
tim10-1 inh	-1	1	15	11	23	-9
tim23-1 inh	-2	-3	17	13	20	13
beta cell repl	-5	0	3	-2	0	3
GRIN3A LBD mod	4	0	-1	0	-2	-6
APJ ag	-7	-5	7	0	-4	-2
TIM10 inh	-4	-2	11	11	17	-5

Reprinted, compounds 38 to 42
38) CC(Oc1ccc([N+](=O)[O-])cc1)C(=O)NCCCN1CCOCC1 (centres undefined)
39) COC(=O)[C@@](C)(O)C1(C(=O)SC(C)(C)C)CC1
40) O=C(OCC(=O)N1CCc2ccccc21)C1=COCCO1
41) CCn1c(SCC(=O)NCCc2ccc(Cl)cc2)nnc1-c1cccs1
42) COc1ccc(NC(=O)CNC(=O)c2sc3ccccc3c2Cl)c(OC)c1
Assay by compound	38	39	40	41	42
NLRP3 yeast inh	10	-1	12	9	17
APJ antag	-20	-7	-10	13	3
MPTP block	-0.1	-0.3	0.1	0.8	-0.3
tim10-1 inh	1	15	11	23	-9
tim23-1 inh	-3	17	13	20	13
beta cell repl	0	3	-2	0	3
GRIN3A LBD mod	0	-1	0	-2	-6
APJ ag	-5	7	0	-4	-2
TIM10 inh	-2	11	11	17	-5

Next part
43) Clc1nc(Cl)nc(-c2cn(-c3ccccc3)c3ccccc23)n1
44) CCOc1ccccc1NC(=O)C(=O)NCC1CCCN1CC (centres undefined)
45) O=C(NNS(=O)(=O)c1ccc(F)cc1)c1ccc(S(=O)(=O)N2CCCCC2)cc1
46) Cc1cc(C)c(C#N)c(SCC(=O)Nc2cccc(S(=O)(=O)N3CCCC3)c2)n1
47) COc1ccc([N+](=O)[O-])c(OC)c1C(=O)Nc1ccc(F)cc1F
48) COc1ccc(C2CC(c3ccccc3)Nc3nc(NS(C)(=O)=O)nn32)cc1 (centres undefined)
Assay by compound	43	44	45	46	47	48
NLRP3 yeast inh	11	6	6	19	10	11
APJ antag	13	6	1	8	13	4
MPTP block	nt	-0.7	0.4	-0.2	0.0	0.2
tim10-1 inh	1	-10	3	8	-18	1
tim23-1 inh	1	-14	10	1	1	8
beta cell repl	-2	-3	0	-3	-2	1
GRIN3A LBD mod	1	1	-5	-1	1	0
APJ ag	-5	4	1	22	3	-2
TIM10 inh	7	-3	-11	-6	4	-2

49) COCCn1c(SCC(=O)Nc2ccc(OC)c(S(N)(=O)=O)c2)nc2ccccc21
50) O=C(CN1C(=O)C2CCCCC2C1=O)Nc1nccs1 (centres undefined)
51) NC(=S)Nc1cccc(O)c1
52) O=C1c2cc(Br)ccc2N(Cc2ccc(Br)cc2)S(=O)(=O)C1c1cc(Cl)c(Cl)cc1[N+](=O)[O-] (centres undefined)
53) N#Cc1c(-c2ccc(F)cc2)cc(C2CC2)nc1SCC(=O)c1cccs1
54) CCN(CC(=O)NCc1cccs1)C(=O)c1ccc(C)o1
55) COc1cc(NC(=O)COC(=O)CC(NC(C)=O)c2ccccc2)cc(OC)c1 (centres undefined)
Assay by compound	49	50	51	52	53	54	55
NLRP3 yeast inh	9	-12	17	21	5	2	19
APJ antag	6	-3	-21	9	-6	1	10
MPTP block	2.6	0.8	0.1	66*	0.6	-1.5	0.3
tim10-1 inh	-5	2	12	13	5	3	-16
tim23-1 inh	-17	5	-4	22	3	8	-1
beta cell repl	-2	-2	-6	-6	0	-3	0
GRIN3A LBD mod	-1	1	2	-3	-1	3	-2
APJ ag	-2	-4	-3	-4	6	0	2
TIM10 inh	4	7	-4	11	3	1	8
